TPT1 inh = blocks Candida albicans tRNA 2'-phosphotransferase; recombinant caTPT1, FP RNA substrate dephosphorylation; inhibition, % at 5 µM; 300,000 compounds, 0.81% hits;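 active = inhibition above the mean of all tested compounds plus 3 SD, set per screening campaign, cut at about 24% in these data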;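 also: plate controls were DMSO alone for no effect and ferristatin control at 100 nM for full effect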
HCV core dimer = blocks dimerization of HCV core protein | TR-FRET GST/Flag-core106 dimerization, 1536-well | inhibition, % at 5 µM | 300,000 compounds, 0.33% hits;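 active = inhibition above the mean of all tested compounds plus 3 SD, set per screening campaign, cut at about 45% in these data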
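Material: GST/Flag-tagged HCV core106 proteins. Incubation: 4 h, 22.5 °C incubation. Read-out basis: inhibition (%) from 671 over 617 nm ratio. Measured by: TR-FRET, excitation 340 nm, emission 617 and 671 nm.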
CTSL1 counter = cathepsin L1 inhibition, PFM18AAP counter-screen; recombinant F. hepatica cathepsin L1, Z-Leu-Arg-MCA fluorescence; inhibition, % at 5.96 µM; 300,000 compounds, 0.49% hits; AID 1906;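 active = inhibition above the mean of all tested compounds plus 3 SD, set per screening campaign, cut at about 17% in these data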;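 also: 0% = plate median of test compound wells and 100% = 1 µM Z-Phe-Ala-diazomethylketone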
PREPL inhibitor = inhibits the human prolyl oligopeptidase-like enzyme | recombinant PREPL, fluorescence polarization activity-based probe | inhibition, % at 5.96 µM | 320,000 compounds, 0.68% hits | AID 2751; in the data active = inhibition above about 43%;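 also: 0% = enzyme with DMSO and 100% = wells lacking enzyme; many of its hits are not listed in these tables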
GASC-1 inh = inhibitors of human GASC-1 (JMJD2C) demethylase | inhibition, % at 2.35 µM | Q9H3R0 | 330,000 compounds, 0.069% hits | GST-JMJD2C(1-420) H3K9me3 demethylation, DELFIA europium;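 active = more than half of a compound's replicate wells show inhibition beyond 50%, single wells judged on their own value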;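 also: signal counts dimethyl H3K9 product captured on neutravidin plate; 0% = median of DMSO wells and 100% = 0.3 times that DMSO median; strong numbers were not always called active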
Target sequence (Q9H3R0 1-420 limits assumed): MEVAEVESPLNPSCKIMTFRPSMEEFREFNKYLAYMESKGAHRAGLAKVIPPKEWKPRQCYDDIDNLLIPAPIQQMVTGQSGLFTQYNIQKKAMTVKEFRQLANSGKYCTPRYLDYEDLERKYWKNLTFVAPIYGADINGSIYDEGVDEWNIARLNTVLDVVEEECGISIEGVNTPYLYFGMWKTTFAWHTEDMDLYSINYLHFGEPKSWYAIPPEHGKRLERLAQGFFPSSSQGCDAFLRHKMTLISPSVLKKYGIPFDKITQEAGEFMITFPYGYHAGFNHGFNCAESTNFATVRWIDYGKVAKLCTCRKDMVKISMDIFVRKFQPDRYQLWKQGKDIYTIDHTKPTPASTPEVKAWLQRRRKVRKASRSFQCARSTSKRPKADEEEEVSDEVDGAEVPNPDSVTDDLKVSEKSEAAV
LYPLA2 counter = blocks human lysophospholipase 2, a PME1 counter-screen | O95372 | recombinant LYPLA2, FP-Rh probe fluorescence polarization | inhibition, % at 5.9 µM | 320,000 compounds, 0.38% hits | AID 2177;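 active = inhibition above the screen-wide mean plus 3 SD, limit set per campaign, cut at about 26% in these data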;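 also: 0% = LYPLA2 with DMSO and 100% = wells lacking LYPLA2 enzyme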
Target sequence (O95372 whole entry, looked up): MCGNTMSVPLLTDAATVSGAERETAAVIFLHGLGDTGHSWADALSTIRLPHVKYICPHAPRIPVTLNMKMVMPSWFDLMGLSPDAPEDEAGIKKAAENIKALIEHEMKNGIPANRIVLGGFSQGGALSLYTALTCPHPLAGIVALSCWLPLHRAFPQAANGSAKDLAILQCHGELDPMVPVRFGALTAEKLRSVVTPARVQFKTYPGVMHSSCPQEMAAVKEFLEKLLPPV
Efflux pump mplx = antifungal efflux pump inhibition, Nile Red retention | S. cerevisiae Candida pump triplex | inhibition, % at 10 µM | 330,000 compounds, 0.44% hits | AID 485275;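 active = plate passing quality check with inhibition over a set limit, or well fluorescence over plate mean plus 4 SD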;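 also: Nile Red retained in pooled yeast measured as flow cytometry median fluorescence; 0% = buffer negative control and 100% = Enniatin B positive control; higher means more Nile Red kept so more efflux inhibition; some compounds called inactive have numbers as strong as hits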
PP5 inh = blocks human protein phosphatase 5 activity | P53041 | purified PP5c, OMFP substrate fluorescence | inhibition, % at 6.7 µM | 320,000 compounds, 0.18% hits;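 active = inhibition above the campaign's mean inhibition across all tested compounds plus 3 SD, cut at about 9.5% in these data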;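 also: 0% = DMSO only and 100% = 100 µM cantharidin control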
PP1 counter = counter-screen for PP5 inhibitors: inhibitors of human PP1-alpha; P62136; inhibition, % at 6.7 µM; 320,000 compounds, 0.9% hits; AID 2235; purified PP1alpha, OMFP fluorescence;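 active = inhibition above the mean inhibition of all tested compounds plus 3 SD, computed separately for each screening campaign, cut at about 15% in these data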
Target sequence (P62136 whole entry, looked up): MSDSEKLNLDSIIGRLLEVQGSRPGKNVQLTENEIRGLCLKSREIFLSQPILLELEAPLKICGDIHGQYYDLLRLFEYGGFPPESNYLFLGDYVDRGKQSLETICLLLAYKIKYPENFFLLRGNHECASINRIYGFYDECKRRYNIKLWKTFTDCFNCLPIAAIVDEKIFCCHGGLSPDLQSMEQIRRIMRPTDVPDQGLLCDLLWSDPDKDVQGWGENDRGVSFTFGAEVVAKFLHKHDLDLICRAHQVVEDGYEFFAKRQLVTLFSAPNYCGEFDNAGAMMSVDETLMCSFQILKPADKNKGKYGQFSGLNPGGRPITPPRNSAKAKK
Numbers without * were called inactive; i = inactive; / = no result given; & = joins results of further samples.

smiles,GASC-1 inh,PREPL inhibitor,LYPLA2 counter,Efflux pump mplx,HCV core dimer,PP1 counter,PP5 inh,TPT1 inh,CTSL1 counter
Cc1ccc(S(=O)(=O)N2CCC(C(=O)NC3CCCC3)CC2)cc1Cl,9.4,-3.2,0.8,0.0,4.8,3.8,-1.3,0.6,2.4
O=C(CSc1nc2ccccc2s1)N1CCOCC1,73.8,1.3,0.8,0.2,-1.2,-2.6,3.6,1.8,0.6
O=C(NCc1ccco1)C1CCN(S(=O)(=O)N2CCOCC2)CC1,1.8,4.2,-2.5,0.0,0.7,-3.6,0.1,0.0,2.5
O=C(Nc1ccccc1Cl)Nc1cccnc1Cl,-6.7,-1.8,-0.5,0.1,1.5,-3.5,-0.8,-4.0,-2.2
CC(C)=CCN1CCN(CC#Cc2ccccc2)CC1CCO (stereo not given),-4.1,11.8,2.8,0.2,-0.1,0.1,1.3,2.0,-3.6
CCCC1OC2CC3C4CCC5=CC(=O)C=CC5(C)C4C(O)CC3(C)C2(C(=O)O)O1 (stereo not given),-5.9,-8.4,2.8,-0.1,4.3,-2.3,0.1,-0.6,-4.4
Cc1cc(C(=O)Cn2cc(C(F)(F)F)ccc2=O)c(C)n1CC1CCCO1 (stereo not given),-9.4,15.9,-3.0,-0.3,/,0.2,0.7,/,/
O=C(Nc1ccc(S(=O)(=O)NCc2ccccc2)cc1)c1ccc(Br)o1,-2.4,-13.6,-5.6,-0.2,0.7,-2.4,0.7,-2.1,0.2
CCC(=O)N1N=C(c2ccc(C)o2)CC1c1ccc(N(C)C)cc1 (stereo not given),1.1,27.4,6.3,-0.1,2.1,-2.2,-1.9,0.6,4.6
CC(=O)Nc1nonc1NC(=O)CSC1=NCCS1,-5.4,-2.3,-2.8,-0.1,-20.0,-4.0,2.1,-3.3,-4.3
CN(Cc1c(F)cccc1Cl)C(=O)CNC(=O)c1cccs1,-3.1,2.7,8.4,0.1,-12.2,-2.4,1.6,1.2,0.3
CC(OC(=O)Cc1n[nH]c(=O)c2ccccc12)C(=O)Nc1ccc(F)cc1 (stereo not given),2.5,6.0,4.4,-0.1,-2.4,-4.4,1.8,2.9,0.4
O=C(CSCc1cnn(-c2ccccc2)c1-n1cccc1)NCCN1CCOCC1,-2.0,-1.0,-2.5,0.0,-2.4,-2.5,0.3,2.5,-3.0
COC(=O)c1ccc([C@@H](O)[C@H](C)C(=O)CC(=O)OC(C)(C)C)cc1,5.4,-5.9,-4.5,-0.2,-5.0,-3.6,3.4,6.9,-0.7
Cc1ccc(S(=O)(=O)Nc2ccc(C(N)=O)cc2)cc1[N+](=O)[O-],-4.8,-1.7,-0.8,0.0,1.8,-1.5,-1.7,4.5,-5.1
CCc1ccc(N(C(=O)c2ccco2)C(C(=O)NC2CCCC2)c2ccco2)cc1 (stereo not given),-27.1,3.7,10.0,0.0,10.4,-1.5,0.1,-7.3,-0.7
CC/C(C)=N/Nc1ccc(S(=O)(=O)N2CCCC2)cc1[N+](=O)[O-],2.3,-5.0,2.7,-0.1,4.6,0.3,-1.9,2.7,-0.1
CCN1/C(=c2/s/c(=C3/C(=O)N(c4ccccc4)N=C3C)n(CC)c2=O)C=Cc2ccccc21,10.2,22.8,0.8,0.0,-2.9,-6.6,-0.8,2.4,3.8
Cn1c(SCC(=O)N2CCc3ccccc32)nnc1C1CC1,14.4,1.7,6.0,0.0,-2.8,-2.8,1.8,1.4,-1.4
CC(Cc1c[nH]c2ccccc12)NC(=O)OCCCl (stereo not given),-39.4,22.0,-1.2,-0.1,-5.1,1.0,-1.0,-7.7,3.3
C#CCN(C#N)c1nc(NCC)nc(NC(C)C)n1,-9.3,9.9,2.7,0.0,-6.2,0.9,2.7,-1.0,-2.8
O=C(CSc1nnc(CNC(=O)c2ccccc2F)o1)Nc1ccc2c(c1)OCCO2,-8.2,13.8,3.7,-0.1,-3.1,-3.5,-0.7,-1.3,1.5
CN(CC(=O)NCCc1ccc(S(N)(=O)=O)cc1)S(=O)(=O)c1cccc2nsnc12,47.4,4.2,-3.9,0.0,-0.4,0.1,-4.6,2.0,-8.0
CC(C)CN(C(=O)c1cc2ccccc2o1)c1c(N)n(CC(C)C)c(=O)[nH]c1=O,-0.5,5.2,7.0,0.0,-4.0,-1.5,2.5,-2.4,-2.3
CCCN1C(=O)C(NS(=O)(=O)c2ccc(N)cc2)(C(F)(F)F)C(C(=O)OC)=C1C (stereo not given),-0.8,6.0,3.2,0.0,1.3,-2.0,0.6,-5.5,2.9

The list goes on:
smiles,GASC-1 inh,PREPL inhibitor,LYPLA2 counter,Efflux pump mplx,HCV core dimer,PP1 counter,PP5 inh,TPT1 inh,CTSL1 counter
O=C(CCn1c2c(c3ccccc31)CCCC2)NNC(=O)c1ccc(Cl)c([N+](=O)[O-])c1,-4.1,11.1,-2.8,0.2,-0.9,-7.3,-10.0,-1.3,-7.3
CC1CCCCC1NC(=O)CCn1ccc2cc(S(=O)(=O)N3CCCC3)ccc21 (stereo not given),12.3,1.7,5.6,0.0,0.0,-2.9,2.8,-0.1,-0.1
Cc1ccc(N(CC(=O)O)S(=O)(=O)c2cccc3nonc23)cc1,3.8,21.1,2.4,-0.2,-8.2,-2.3,2.5,-6.6,2.1
Cc1ccc(NC(=O)c2ccccc2O)cc1,-3.6,9.3,-5.4,0.4,-0.7,0.0,1.4,0.5,-1.3
Cc1ccc(NC(=O)c2ccccc2OCC(=O)Nc2ccccc2F)cc1S(=O)(=O)N(C)C,/,10.8,-70.8,0.5,/,-2.5,2.4,/,/
CC(=O)Nc1ccc(NC(=O)c2ccc(NS(=O)(=O)c3cccc4cccnc34)cc2)cc1,-0.2,0.1,1.6,-0.1,18.7,-1.4,0.3,-3.9,-7.9
CC1(C)C(C#N)=C(N)Oc2c1c(=O)oc1ccccc21,0.0,10.2,3.8,-0.1,-5.2,-1.3,1.1,0.5,1.4
CCNS(=O)(=O)c1ccc(CCC(=O)Nc2ccc3c(c2)OCO3)cc1,1.4,20.2,3.2,0.0,-7.3,-3.5,0.4,-2.7,-7.4
CN1C(=O)CC(N2CCC(C(N)=O)CC2)C1=O (stereo not given),4.7,11.3,-1.1,0.1,0.6,0.4,4.6,-0.7,-5.0
O=C(N/N=C/c1cn(-c2ccccc2)nc1-c1cc2ccccc2o1)c1c[nH]c2ccccc12,-5.6,0.8,-102.6,0.4,33.6,1.4,0.0,3.0,0.5
O=C1Oc2ccccc2C(=O)/C1=C/N1CCN(c2ccccc2F)CC1,-20.8,1.1,-2.8,-0.3,1.9,-2.8,-0.6,-0.6,-1.1
CC(=O)Cn1nnc2sc(-c3ccccc3)cc2c1=O,5.0,-7.3,8.0,-0.1,28.7,-1.1,-2.2,15.9,0.0
COCCSc1ccccc1C(=O)Nc1nccs1,0.9,3.8,-3.1,-0.1,0.0,-2.6,1.5,1.6,-1.9
COc1ccc(/C=N/Nc2nc3ccccc3c(=O)n2-c2ccccc2)cc1OC,-21.4,12.0,-2.5,-0.1,1.3,-3.0,1.0,0.8,8.2
CC1(C)OC(=CC=Nc2ccc(Cl)cc2)OC1(C)C,1.5,6.0,5.6,-0.2,1.0,-0.5,5.8,-0.4,1.2
CC(=O)C1=C(O)C(=O)N(CCN2CCOCC2)C1c1ccccc1 (stereo not given),1.7,-2.2,-7.4,-0.1,4.8,1.1,-0.7,-0.7,-0.4
COc1ccc(-c2cc(C(F)F)n3ncc(C(=O)Nc4cc(C)on4)c3n2)cc1,-6.0,5.8,6.6,-0.2,-7.5,1.9,3.3,-3.0,0.0
CC(C)NC(=O)c1c(O)c2ccccc2[nH]c1=O,i,3.0,3.2,-0.1,3.5,0.9,-2.3,3.3,4.0
CC(=O)N1CCN=C1SCc1cccc(C(F)(F)F)c1,-2.6,-5.7,1.2,-0.2,0.2,-5.1,1.7,3.0,3.7
Cc1cc(C)n(-c2ccc(F)cc2CN2CCN(Cc3ccccc3)C(CCO)C2)n1 (stereo not given),19.8,7.7,-6.4,0.0,1.4,-4.4,-1.3,1.9,-1.1
NC(=O)CC(NC(=O)Cc1ccc(Cl)cc1)c1ccc(NC2CCN(Cc3ccccc3)CC2)c([N+](=O)[O-])c1 (stereo not given),-2.2,7.3,0.5,0.2,-2.0,0.1,1.9,2.9,2.8
CCOc1ccc(S(=O)(=O)NN2Cc3ccccc3C2=N)cc1,9.4,-2.2,4.2,0.0,-0.1,-0.8,-2.2,-4.2,-0.5
COc1ccccc1CNC(=O)COC(=O)COc1ccccc1Cc1ccccc1,-3.2,-8.2,-0.1,-0.1,-1.4,-1.5,2.7,0.5,17.1*
CCCCNC(=O)CCn1c(=O)c2ccccc2n(Cc2cc(C)ccc2C)c1=O,-7.4,5.6,4.3,-0.1,-8.2,-3.6,-0.6,5.4,-0.4
O=C(Nc1ccc(Br)cc1)C1CCN(c2cnccn2)CC1,20.3,-4.2,3.0,0.1,-0.3,-0.6,1.4,-0.7,-2.5

More records
smiles,GASC-1 inh,PREPL inhibitor,LYPLA2 counter,Efflux pump mplx,HCV core dimer,PP1 counter,PP5 inh,TPT1 inh,CTSL1 counter
COc1cc(NS(=O)(=O)c2ccc(NC(C)=O)cc2)cc(OC)c1,-6.3,-6.1,-2.5,-0.1,1.0,-1.4,0.6,-0.8,-2.6
O=C(CN1C(=O)NC2(CCCCC2)C1=O)NCCCSc1ccccc1,/,0.8,0.6,-0.1,/,-4.4,1.4,/,/
Cc1ccc(NC(=O)c2ccc(C(C)(C)C)cc2)cc1[N+](=O)[O-],0.1,10.2,3.8,0.1,4.7,-0.4,-0.2,-0.5,-1.4
COc1ccc(Cc2nnc(SCC(=O)N3CCCC(C)C3)o2)cc1 (stereo not given),-1.2,12.4,20.1,0.0,-0.6,-2.9,-1.7,-2.2,-3.2
CC1CCCCN1S(=O)(=O)c1ccc(-n2cnnn2)cc1 (stereo not given),-0.1,3.4,10.6,-0.7,1.5,-1.7,-1.0,0.1,-2.0
Cc1cc(C)n2nc(Nc3ccccc3)cc2n1,-13.3,4.9,1.9,-0.1,-4.4,-0.2,1.3,-5.1,2.3
COc1ccc(S(=O)(=O)N(C)C)cc1NC(=O)COC(=O)Cn1cnc2ccccc2c1=O,-6.9,4.6,-1.6,-0.1,/,-2.0,0.1,/,/
CCNc1ccc(C(=O)OCC(=O)c2cc(C)n(Cc3ccc4c(c3)OCO4)c2C)cc1[N+](=O)[O-],2.9,5.6,5.6,-0.2,-0.4,0.8,3.3,-2.4,-12.9
CCOCCCN(Cc1cc2cc(C)cc(C)c2[nH]c1=O)C(=O)N(CC)CC,-2.6&2.3,10.6,1.1,-0.2,-5.9,-3.4,-0.2,-2.8,-3.6
CC(CNc1ccccc1O)C(=O)O (stereo not given),3.4,3.2,2.4,0.0,-52.9,2.0,1.8,-3.2,-1.7

One compound at a time (already shown):
CC1CCCCN1S(=O)(=O)c1ccc(-n2cnnn2)cc1 (stereo not given) across the screens: GASC-1 inh = -0.1; PREPL inhibitor = 3.4; LYPLA2 counter = 10.6; Efflux pump mplx = -0.7; HCV core dimer = 1.5; PP1 counter = -1.7; PP5 inh = -1.0; TPT1 inh = 0.1; CTSL1 counter = -2.0
COc1cc(NS(=O)(=O)c2ccc(NC(C)=O)cc2)cc(OC)c1 across the screens: GASC-1 inh = -6.3; PREPL inhibitor = -6.1; LYPLA2 counter = -2.5; Efflux pump mplx = -0.1; HCV core dimer = 1.0; PP1 counter = -1.4; PP5 inh = 0.6; TPT1 inh = -0.8; CTSL1 counter = -2.6

An excerpt. The share of hits here may be higher or lower than overall.
